KCNQ2 block: KCNQ2 potassium channel inhibitors, primary screen, cell-based, CHO-K1, FluxOR thallium flux, B-score (AID 2156); 20 min; stronger effect = lower value; actives 1.1% (n = 310,000); Potassium voltage-gated channel subfamily KQT member 2 (Rattus norvegicus), O88943; B-score at 10 µM;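 active = fluorescence ratio B-score at most minus 3 library SDs, with starting brightness B-score within 2 library SDs, cut at about -5.5 in these data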
Target sequence (O88943 whole entry, looked up): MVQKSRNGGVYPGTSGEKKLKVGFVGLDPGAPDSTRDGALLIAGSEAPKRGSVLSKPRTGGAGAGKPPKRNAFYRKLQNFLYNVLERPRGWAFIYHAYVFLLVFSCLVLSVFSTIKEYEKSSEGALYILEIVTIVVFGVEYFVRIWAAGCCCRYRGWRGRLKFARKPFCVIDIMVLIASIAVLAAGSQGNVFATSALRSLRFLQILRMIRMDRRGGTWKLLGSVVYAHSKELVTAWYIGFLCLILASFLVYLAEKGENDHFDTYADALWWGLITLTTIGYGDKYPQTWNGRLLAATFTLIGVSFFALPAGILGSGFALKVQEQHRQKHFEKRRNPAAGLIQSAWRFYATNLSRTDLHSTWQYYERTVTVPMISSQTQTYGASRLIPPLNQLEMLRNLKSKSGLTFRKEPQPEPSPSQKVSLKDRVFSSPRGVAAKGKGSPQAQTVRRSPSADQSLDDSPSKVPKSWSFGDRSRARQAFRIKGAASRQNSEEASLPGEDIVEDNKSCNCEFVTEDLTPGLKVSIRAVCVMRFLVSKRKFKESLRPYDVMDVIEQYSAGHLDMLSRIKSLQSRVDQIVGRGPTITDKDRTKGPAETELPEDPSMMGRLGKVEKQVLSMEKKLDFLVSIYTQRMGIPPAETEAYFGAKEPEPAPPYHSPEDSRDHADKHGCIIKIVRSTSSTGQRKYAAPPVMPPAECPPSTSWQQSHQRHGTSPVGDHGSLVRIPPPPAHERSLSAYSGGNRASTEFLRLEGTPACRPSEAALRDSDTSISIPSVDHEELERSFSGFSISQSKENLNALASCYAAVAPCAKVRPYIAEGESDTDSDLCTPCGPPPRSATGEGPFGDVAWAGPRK
Kir21 inh: inhibitors of mouse Kir2.1 inward-rectifier potassium channel. HEK293-Kir2.1, FluxOR thallium flux fluorescence; stronger effect = lower value. actives 0.85% (n = 310,000). B-score at 10 µM. AID 1672, 2009. Inward rectifier potassium channel 2 (Mus musculus), P35561;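 active = fluorescence ratio B-score at or below minus 3 SD of library scores, with starting-brightness B-score within 2 SD, cut at about -4.2 in these data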;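 note: channel flux triggered by added potassium and thallium sulfate stimulus; B-score of peak minus minimum fluorescence over baseline after thallium stimulus; more negative B-score means stronger Kir2.1 block with less thallium influx; some compounds called inactive have numbers as strong as hits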
Active calls of the source: *; i = inactive.

molecule	KCNQ2 block	Kir21 inh
O=C(NC1CCCCC1)C1CCN(c2nnnn2-c2ccccc2)CC1	i	-1.06
O=C(CCC(=O)N1CCSc2ccccc21)NCc1cccc(Cl)c1	i	-2.86
CC1=NOC(=O)/C1=C/c1ccc2c(c1)OCO2	i	-0.44
Cc1oc(-c2ccc(Cl)cc2)nc1CS(=O)CC(=O)NCCCN1CCN(Cc2ccccc2)CC1 (stereo not given)	i	-0.35
NS(=O)(=O)c1ccc(CCNC(=O)c2ccncc2)cc1	i	0.78
COC(=O)c1c(NC(=O)C2CC=CCC2C(=O)O)sc2c1CCCCC2 (stereo not given)	i	3.22
CC(C)C(c1nnnn1C1CCCC1)N1CCCc2ccccc21 (stereo not given)	i	-3.46
Cc1csc2c(C#N)c(=O)c3c(n12)CCC3	i	-0.27
Cc1ccc(NC(=O)CSc2nc3ccccc3c(=O)n2CCCN2CCCCC2)cc1C	i	-1.04
COc1ccc2oc(C(=O)OCC(=O)NCc3ccccc3OC)c(C)c2c1	i	0.64
CCCN1CCc2c(sc3nc(SCC)n(-c4ccc(OC)cc4)c(=O)c23)C1	i	1.2
COc1ccc(N(C)C(=O)CCC(=O)Nc2ccc3nc(N4CCOCC4)cc(C)c3c2)c(OC)c1	-7.79*	-1.5
OC(COc1ccccc1)CSc1ncn[nH]1 (stereo not given)	i	1.77
CC(=O)Nc1ccc(S(=O)(=O)c2ccc(C)cc2)cc1	i	-0.02
C=CCn1c(SCC(=O)c2cc(C)n(C(C)COC)c2C)nc2sc(C)c(C)c2c1=O (stereo not given)	-10.8*	1.42
Fc1ccccc1-n1c(-c2ccc3ccccc3n2)n[nH]c1=S	i	0
CCOc1ccc(NC(=S)N2CCc3cc(OC)c(OC)cc3C2COc2ccc3c(C)cc(=O)oc3c2)cc1 (stereo not given)	i	0.08
CN1CCN(C/C(=C2/N=C(c3ccccc3)OC2=O)N(C)C)CC1	i	0.61
CCOC(=O)c1ccc(N=NN(C)C)cc1	i	-0.04
Cc1ccc(-n2c(-c3cccs3)nc3nc4ccccc4nc32)cc1	i	0.55
c1cncc(-c2cn(C[C@H]3CC[C@@H]([C@@H]4CC[C@H](Cn5cc(-c6cccnc6)nn5)O4)O3)nn2)c1	i	0
C[C@H]1C=C(C(=O)NCc2nc3ccccc3[nH]2)O[C@@H](OCc2ccc(CO)cc2)C1	i	-1.35
C=CCOc1ccc(/C=C/C(=O)OCC(=O)NC2CCCCCC2)cc1	i	-0.31
Cc1nc2cc(NC(=O)NC(C)(C)C)ccc2n1C	i	1.87
CC(=O)c1ccc(NC(=S)NCc2ccco2)cc1	i	-1.21
CN1CCN(C2Cc3cc(Cl)ccc3Sc3cc(F)ccc32)CC1 (stereo not given)	-6.89*	-3.2
N#C/C(=C\c1c(Oc2ccccc2F)nc2ccccn2c1=O)C(=O)NC1CCS(=O)(=O)C1 (stereo not given)	i	-2.21
CC(C)=CCN1CCN(Cc2cnc(C)s2)CC1CCO (stereo not given)	i	1.45
COc1ccc(N2C(=S)NC3CS(=O)(=O)CC32)cc1 (stereo not given)	i	1.49
COc1ccc(CN2CCN(C(C)C)C(CCO)C2)cc1Cn1cncn1 (stereo not given)	i	0.03
CCOCCCNC(=O)c1c(C)[nH]c(C(=O)OCC)c1C	i	0.29
CC(C)c1ccc(O)c(NC(=O)c2cncc(Br)c2)c1	i	0.26
C[N+]1(CCCCSc2ccc(O)cc2)CCCCC1	i	-2.24
CCc1c(C)sc(NC(=O)c2ccco2)c1C(=O)N1CCOCC1	i	0.36
O=C(Nc1ccccc1C(=O)N1CCOCC1)C1CCCO1 (stereo not given)	i	-1.18
CCCc1cc(=O)n2[nH]c(-c3cccc(Br)c3)cc2n1	i	0.07

Individual results from the list:
N#C/C(=C\c1c(Oc2ccccc2F)nc2ccccn2c1=O)C(=O)NC1CCS(=O)(=O)C1 (stereo not given) in Kir21 inh is entered as -2.21
CC(=O)c1ccc(NC(=S)NCc2ccco2)cc1 in Kir21 inh is entered as -1.21
COc1ccc(N2C(=S)NC3CS(=O)(=O)CC32)cc1 (stereo not given) in Kir21 inh is entered as 1.49
CC(C)=CCN1CCN(Cc2cnc(C)s2)CC1CCO (stereo not given) in Kir21 inh is entered as 1.45

The list goes on:
molecule	KCNQ2 block	Kir21 inh
COc1ccc2[nH]c(=O)c(CNc3ccccc3)cc2c1	i	2.1
COc1cccc(N(CC(=O)Nc2cccc(C(C)=O)c2)S(C)(=O)=O)c1	i	-0.34
O=S(=O)(NCc1csc(-c2cccnc2)n1)c1ccc2c(c1)OCCO2	i	-0.64
O=c1c(Cc2c(F)cccc2Cl)c(O)ccn1C1CC1	i	0.99
Cc1cc(C)cc(N(C(=O)c2sc(C)nc2C)C(C(=O)NCc2ccco2)c2ccccc2)c1 (stereo not given)	i	1.02
Fc1ccc(COc2ccc(Cl)cc2/C=N/Nc2nc(N3CCCC3)nc(N3CCCC3)n2)cc1	i	-0.57
COc1ccc(C(=O)CC(=O)C(=O)Nc2ccc([N+](=O)[O-])cc2C)cc1	i	0.49
COc1ccc(CCC(=O)N2CCc3ccccc32)cc1	i	-0.18
C=CCNC(=O)c1ccc(-c2ccc([N+](=O)[O-])cc2)o1	i	1.96
Nc1c(S(=O)(=O)c2cccs2)c2nc3ccccc3nc2n1Cc1cccs1	i	-0.72
CCn1c(SCC(=O)Nc2sc3c(c2C#N)CCC(C(C)(C)C)C3)nnc1-c1ccco1 (stereo not given)	i	0.38
CCN(CC(=O)Nc1c(F)cccc1F)C(=O)c1ccc(S(=O)(=O)N2CCCC2)cc1	i	1.42
Cn1c(C(=O)N/N=C/c2ccccc2)cc2ccccc21	i	1.08
COc1cccc(NC(=O)CSc2nnc(-c3ccc(C)cc3)o2)c1	i	-1.49
Cc1ccc(NC(=O)C2COc3ccccc3O2)cc1 (stereo not given)	i	0.01
N#Cc1cccn1-c1nccc(-c2cccs2)n1	i	-0.05
O=c1c2[nH]c3ccccc3c2ncn1Cc1ccccn1	i	-1.44
COc1ccccc1N(CC(N)=O)S(=O)(=O)c1ccc(C)cc1	i	0.18
CCCCN(CC)c1nc(-c2ccncc2)nc2ccccc12	i	-0.59
Oc1c(Br)cc(Br)cc1CNc1ccccn1	i	-0.24
CC(C)(C)OC(=O)N1CCC(C(N)=O)CC1	i	0.06
COc1cccc(/C=C/C(=O)OCC(=O)Nc2ccc3[nH]c(=O)[nH]c3c2)c1OC	i	1.91
CC(=O)Nc1ccc(S(=O)(=O)N2CCN(Cc3cccc([N+](=O)[O-])c3)CC2)cc1	i	1.19
CC(=O)Nc1ccc(S(=O)(=O)NCc2ccc(C(=O)NCCCN3CCC(C)CC3)cc2)cc1	i	-0.63
CC1(c2nnc(-c3cccc(Cl)c3)o2)CC(c2ccc(F)cc2)=NO1 (stereo not given)	i	0.33
CCCCCCN(C(=O)CCCCCN1C(=O)NC(c2ccc(C3CCCCC3)cc2)C(C(=O)OCc2ccccc2)=C1C)C(C(=O)NCCCC)c1ccc(OCC(=O)OC)c(C(=O)OC)c1 (stereo not given)	i	-0.16
COc1ccc(C(=O)Nc2ncccc2C)cc1S(=O)(=O)N1CCOCC1	i	1.85
O=C1c2ccccc2C(=O)N1CN(C(=O)COc1ccccc1)c1ccccc1	i	-0.2
Cc1c(C(=O)NCc2cccs2)oc2ccc(Br)cc12	i	-0.21
Cc1ccc(N(CC(=O)Nc2ccc(-c3nc4ccc(C)cc4s3)cc2)S(C)(=O)=O)cc1	i	0.92
C=CCn1c(SCC(=O)Nc2ccc(F)cc2F)nnc1-c1cnccn1	i	-0.04
C/C(=N/NC(=O)C(O)(c1ccccc1)c1ccccc1)c1ccc([N+](=O)[O-])o1	i	-0.01
CCCCNc1cc(NC(C)=O)cc2cc(OC)c(OC)cc12	i	-0.69
Cn1c(N)c(C(=O)COC(=O)c2cnc(Cl)c(Cl)c2)c(=O)n(C)c1=O	i	-0.46
Cc1nc2ccc(NC(=O)c3ccc(Cl)c(S(=O)(=O)N(C)c4ccccc4)c3)cc2s1	i	1.64
O=c1cc(CSc2nnc(NC3CCCCC3)s2)nc2sccn12	i	0.85
O=C(COc1ccc(Br)cc1)N/N=C1/SCC(=O)N1Cc1ccccc1	i	0.67
CCCn1nc(CC(=O)O)c2ccccc2c1=O	i	0.03
C/C(=N\Nc1ccc([N+](=O)[O-])cc1)c1ccc(N2CCOCC2)cc1	i	0.09
COC(=O)c1sccc1N(C)S(C)(=O)=O	i	-0.28
COc1cc(C(=O)OCC(=O)Nc2ccc(OC(F)F)cc2)cc(OC)c1OC	i	0.69
Cc1cccc(N2CCCC2=Nc2ccc(Br)cc2C#N)c1	i	-0.72
O=C(Nc1ccccc1)[C@@H]1CC=C[C@@H]2CCN(Cc3ccc(Cl)c(Cl)c3)C(=O)[C@@H]21	i	0.75
Nc1c(Cl)c(Cl)nc(C(=O)OCC(=O)N2CCCC2=O)c1Cl	i	-0.07
Cc1cc(F)ccc1NCC(=O)Nc1ccc(Br)cc1C	i	1.5
CCOc1ccc(NCc2cccn2-c2nnc(N3CCC(C(=O)NCCCN4CCCCC4)CC3)s2)cc1	i	1.21
COc1cc(/C=N\NC(=O)Cn2nnc3ccccc32)cc(OC)c1OC	i	0.88
COc1ccc(CNC(=O)CCNS(=O)(=O)c2ccc3c(c2)oc(=O)n3C)cc1	i	1.56

The closing 2 records of the part above open the next one:
molecule	KCNQ2 block	Kir21 inh
COc1cc(/C=N\NC(=O)Cn2nnc3ccccc32)cc(OC)c1OC	i	0.88
COc1ccc(CNC(=O)CCNS(=O)(=O)c2ccc3c(c2)oc(=O)n3C)cc1	i	1.56
O=C(Cn1nnc(-c2ccc3c(c2)OCO3)n1)Nc1ccccc1C(=O)O	i	-0.5
O=[N+]([O-])c1ccc(/C=C/c2ccc3cccc([N+](=O)[O-])c3n2)cc1	i	0.51
O=C(CN1C(=O)COc2ccc(S(=O)(=O)N3CCCCC3)cc21)NCc1ccc(F)cc1	i	-0.3
CCn1c(-c2cc3c(C(F)(F)F)nn(C)c3s2)n[nH]c1=S	i	0.15
CCc1ccc(C(=O)c2oc3nc(C)cc(C)c3c2N)cc1	i	0.02
Cc1ccc(NC(=O)CSc2nc3ccccc3c(=O)n2CC2CCCO2)cc1 (stereo not given)	i	-2.22
O=C(NCCCN1CCOCC1)c1ccc2c(c1)N(Cc1ccc(F)cc1)CCS2	i	-2.14
CCN(C(=O)CN1CCN(c2ccc(O)cc2)CC1)c1c(N)n(Cc2ccccc2)c(=O)[nH]c1=O	i	1.33
O=S(=O)(c1ccccc1OC(F)(F)F)N1CCN(c2ccnc3cc(Cl)ccc23)CC1	i	0.35
O=C(O)Cc1ccc(NC(=O)Nc2cccc(Cl)c2)cc1	i	-0.52
CN(CC(=O)Nc1ccc(Cl)cc1)S(=O)(=O)c1ccc2c(c1)n(C)c(=O)c(=O)n2C	i	-0.38
CC(=O)Nc1c(-c2cc(=O)oc3cc(C)ccc23)oc2ccccc12	i	-0.08
COc1ccccc1NC(=S)NCCc1c[nH]c2ccccc12	i	-6.26*
COc1ccccc1NC(=O)CSc1nnc2ccc(-c3ccccn3)nn12	i	0.76
O=C(O)CCCNC(=O)/C(=C\c1ccc(Cl)cc1)NC(=O)c1ccccc1Br	i	0.04
C=CCN1C(=O)N(c2ccccc2)C(=O)C1CC(=O)Nc1ccc(OC)cc1 (stereo not given)	i	0.99
Cc1ccc(C(=O)CCC(=O)N2CCN(C(=O)c3ccco3)CC2)cc1	i	-0.34
COc1ccccc1CN1CCC(n2nccc2NC(=O)CCc2ccccc2)CC1	i	-0.29
Cc1ccc2nc(Cl)c(CN(C(=O)c3cnccn3)C3CCCCC3)cc2c1	i	-0.09
O=C(COc1ccccc1)Nc1nnc(-c2ccccc2Cl)o1	i	1.01
O=C(N/N=C/c1ccc(-c2ccccc2)o1)c1ccccc1O	i	0.93
CCCC/C=C/C(NC(=O)CCc1ccccc1)c1ccccc1 (stereo not given)	i	0.22
COC(=O)C(O)(CC(=O)Nc1ccc(Cl)cc1F)C(F)(F)F (stereo not given)	i	1.88
O=C(NCCc1ccc(Cl)cc1)C1CC(=O)N(CCc2ccccc2)C1 (stereo not given)	i	0.11

3 compounds from above, sorted by length of the SMILES, lowest first.
molecule	KCNQ2 block	Kir21 inh
Oc1c(Br)cc(Br)cc1CNc1ccccn1	i	-0.24
COc1ccc(CCC(=O)N2CCc3ccccc32)cc1	i	-0.18
CCn1c(SCC(=O)Nc2sc3c(c2C#N)CCC(C(C)(C)C)C3)nnc1-c1ccco1 (stereo not given)	i	0.38

The listing continues.
molecule	KCNQ2 block	Kir21 inh
Cc1ccc(S(=O)(=O)N(C)C)cc1NC(=S)NC12CC3CC(CC(C3)C1)C2	i	-0.98
CCOc1ccc(N2C(=O)CC(NC3CCN(C(=O)c4ccc(F)cc4)CC3)C2=O)cc1 (stereo not given)	i	-1.47
CC(C)C(NC(=O)c1ccco1)C(=O)NCC(c1ccco1)N(C)C (stereo not given)	i	-1.43
CC(/C=C/c1ccco1)=N\NC(=O)c1cc(Cl)ccc1O	i	-1.08
O=C1C2CC=CCC2C(=O)N1c1ccc(NCCc2cccc(F)c2)c([N+](=O)[O-])c1 (stereo not given)	i	0.29

Screening results deposited in PubChem BioAssay by Johns Hopkins Ion Channel Center.

Compounds were not picked by outcome. About 1.8% of those tested had a hit in this group.
